# CaV13 ICDI inh – Primary screen for inhibitors of IQ motif and Ca2+-dependent inactivation inhibitor domain binding in CACNA1D, Förster resonance energy transfer in living cells, …. HEK cells, CFP/YFP FRET ICDI-IQ, plate reader, 10 min; percent FRET-ratio fall versus neutral wells. inhibition, % at 12.3 µM. 340,000 compounds, 0.098% hits;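 active means mean replicate inhibition of at least 30% and at least 1% of replicates passing that level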;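 further: 0% = median of the neutral control wells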
# NR2E3 ag-1 – NR2E3 agonists in two-hybrid cells, primary screen, cell-based, luminescence, CHO-S, Gal4-NCOR/VP16-NR2E3. AID 602229, 2012. inhibition of corepressor binding, % at 3.98 µM. 360,000 compounds, 0.35% hits. Photoreceptor-specific nuclear receptor (Homo sapiens), Q9Y5X4. luciferase;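 active means inhibition above the mean of all tested compounds plus 3 SD, cut at about 70% in these data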;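 further: 0% = DMSO with NR2E3 transfected cells and 100% = cells lacking NR2E3 construct; higher means lower luciferase signal from less NR2E3 corepressor binding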
# Target sequence (Q9Y5X4 whole entry, looked up, the tested form may be a part): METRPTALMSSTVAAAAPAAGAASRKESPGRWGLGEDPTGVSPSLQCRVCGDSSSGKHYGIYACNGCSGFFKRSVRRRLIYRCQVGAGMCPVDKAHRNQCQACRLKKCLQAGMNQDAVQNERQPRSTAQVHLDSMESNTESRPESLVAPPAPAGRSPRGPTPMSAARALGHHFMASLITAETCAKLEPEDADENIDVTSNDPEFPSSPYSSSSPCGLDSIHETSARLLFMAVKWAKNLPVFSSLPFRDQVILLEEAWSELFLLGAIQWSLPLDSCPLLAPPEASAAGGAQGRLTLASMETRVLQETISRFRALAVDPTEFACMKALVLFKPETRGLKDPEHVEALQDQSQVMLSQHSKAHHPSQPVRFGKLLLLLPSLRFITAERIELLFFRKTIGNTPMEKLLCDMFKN
# m5-HT2A agonist – mouse Htr2a agonists via beta-arrestin recruitment, primary screen, cell-based, luminescence | 360,000 compounds, 0.66% hits | activation, % at 7.6 µM | 5-hydroxytryptamine receptor 2A (Mus musculus), P35363 | AID 624169, 2012 | CHO-K1 mHTR2A beta-arrestin complementation; percent of 30 µM serotonin response;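 active means activation above a run cutoff, the mean activation of all tested compounds plus 3 SD, cut at about 14% in these data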;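 further: 0% = plate median of compound wells and 100% = 30 µM serotonin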
# Shn3 inh set2 – reduction of Shn3 3'UTR firefly luciferase signal, primary screen, Schnurri-3 inhibitor project, cell-based, Clone20 osteoblasts, set 2; Clone20 osteoblast Shn3 3'UTR firefly luciferase, 24 h; inhibition, % at 12.5 µM; 360,000 compounds, 0.52% hits; AID 588674, 2011;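 active means mean inhibition of at least 75% with every replicate also reaching 75%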;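 further: 0% = median of neutral control wells and 100% = pilot-screen positive control compound; some compounds past the cut are filed as inactive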
# PDI inh – inhibitors of human PDI, primary screen, biochemical, turbidity, single point, plate reader | Protein disulfide-isomerase (Homo sapiens), P07237 | 350,000 compounds, 0.052% hits | PDI insulin aggregation turbidity, A650, 90 min | AID 588391, 2011 | inhibition, % at 10 µM;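 active means mean inhibition across replicates of 30% or more, whatever share of single replicates reach that level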;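 further: absorbance from insulin aggregation driven by PDI reduction with DTT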
# Target sequence (P07237 whole entry, looked up): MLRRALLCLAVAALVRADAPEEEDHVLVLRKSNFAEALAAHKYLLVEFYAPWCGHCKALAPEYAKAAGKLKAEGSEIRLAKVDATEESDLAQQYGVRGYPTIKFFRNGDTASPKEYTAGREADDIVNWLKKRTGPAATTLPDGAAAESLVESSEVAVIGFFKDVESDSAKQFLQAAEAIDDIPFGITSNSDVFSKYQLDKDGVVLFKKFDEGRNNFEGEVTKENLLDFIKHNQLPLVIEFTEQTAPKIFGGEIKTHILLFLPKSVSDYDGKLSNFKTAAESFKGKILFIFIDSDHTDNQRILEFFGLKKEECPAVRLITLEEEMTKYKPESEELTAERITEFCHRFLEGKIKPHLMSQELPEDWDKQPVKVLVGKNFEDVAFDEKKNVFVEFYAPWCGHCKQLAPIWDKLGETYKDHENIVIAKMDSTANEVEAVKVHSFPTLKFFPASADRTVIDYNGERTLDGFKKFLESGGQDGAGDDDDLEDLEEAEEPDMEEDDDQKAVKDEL
# Peg3 promoter – Peg3 promoter-driven luciferase inhibitors, primary screen, cell-based, HeLa, luciferase luminescence | inhibition, % at 20 µM | HeLa PEG-Prom luciferase reporter, overnight | 360,000 compounds, 1.7% hits | AID 588405, 2011;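 active means inhibition of at least 50% at 20 µM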
# Cardio protect – cardioprotection against H2O2-induced cell death, primary screen, uHTS, H9c2 cells, ATPLite luminescence | protection from H2O2 cell death, % at 20 µM | 360,000 compounds, 0.63% hits | H9c2 cardiomyocytes, H2O2 injury protection, 2 h;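 active means compounds giving at least 50% protection of heart cells from peroxide-induced death in the single-dose screen, raw or plate-pattern-corrected value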;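 further: 0% = DMSO wells with peroxide and 100% = DMSO wells without peroxide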
# hiPSC survival – enhancers of single-cell hiPSC survival, primary screen, ATPlite luminescence | 100% = ROCK inhibitor wells, 0% = DMSO | survival enhancement, % at 20 µM | 360,000 compounds, 0.044% hits | AID 602274, 2012; in the data active means survival enhancement above about 18%;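 further: cells exposed to compounds for 16 hours before the ATP read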
# HIF-2a block – HIF-2a reporter inhibitors, primary screen, luminescence, 786-0 RCC cells; 360,000 compounds, 0.72% hits; AID 624352, 2012; inhibition, % at 18.8 µM; 786-0 RCC cells HIF-2a reporter, luciferase luminescence, overnight;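 active means inhibition of the luminescence signal of 40% or more relative to plate controls, in a single-dose primary screen at 18.75 µM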
# TRPM1 prom inh – inhibitors of MITF-dependent TRPM1 promoter reporter, primary screen, cell-based, SK-MEL-5, single point, luciferase; SK-MEL-5 TRPM1 promoter luciferase, 24 h; 330,000 compounds, 0.83% hits; inhibition, % at 12.5 µM;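 active means mean inhibition across replicates of 60% or more, whatever share of single replicates reaches that level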; further: values of inactives mirror those of a sister screen read the other way
# NR2E3 ag-2 – inhibitors of NR2E3-RetCOR corepressor binding, primary screen, NR2E3 agonist project, biochemical, TR-FRET, GST-NR2E3, biotin-RetCOR. inhibition of corepressor binding, % at 4.78 µM. 320,000 compounds, 0.12% hits. Photoreceptor-specific nuclear receptor (Homo sapiens), Q9Y5X4. AID 2300, 2010. 1536-well;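 active means percent inhibition above the cutoff of mean plus 3 SD of all tested compounds, set per screening campaign, cut at about 20% in these data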;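 further: 0% = DMSO wells and 100% = biotin wells as full block of FRET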
#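 System: GST-tagged NR2E3 plus biotinylated RetCOR corepressor; Buffer or medium: pH 7.5 Tris-based buffer; Probe or stimulus: RetCOR corepressor, biotinylated, 7 nM; Doses: compound at 4.8 µM, single dose; Schedule: 5 h incubation at 4 °C; Technique: time-resolved FRET; Evaluation: percent inhibition of TR-FRET ratio; Replication: one well per compound, singlicate testing.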
# Active calls of the source: *; . = not tested or not shown. No enrichment for hits. Share with any hit: about 3.9%.
SMILES,NR2E3 ag-2,HIF-2a block,Shn3 inh set2,NR2E3 ag-1,m5-HT2A agonist,CaV13 ICDI inh,PDI inh,TRPM1 prom inh,hiPSC survival,Peg3 promoter,Cardio protect
CN1C(C(=O)NCc2ccccc2)CC2Cn3c(nc4ccccc43)C21 (stereo not given),2,6,11,-10,9,-7,2,-4,-0.2,8,2
COCCn1c(SCC(=O)Nc2nc(C)cs2)nnc1C(C)C,1,10,3,-16,5,-4,0,-1,1.2,6,4
N#CCCN(Cc1ccncc1)C(=S)NC1CC2C=CC1C2 (stereo not given),1,13,11,-10,3,-5,-4,11,0.0,15,-3
COc1ccc(NS(=O)(=O)c2cccc(C(=O)N/N=C/c3cn(-c4ccccc4)nc3-c3ccccc3)c2)cc1,3,-76,-1,6,-2,0,-2,-16,-0.7,-58,7
Cc1cccc(-n2c(O)c(C=Nc3ccc4c(c3)OCO4)c3ccccc3c2=O)n1,0,10,13,0,3,-10,1,0,1.7,2,37
Cc1cccc(N2N=C(C(=O)Nc3nc(C)cs3)CCC2=O)c1,-3,2,12,-6,-1,11,-4,7,-0.7,16,6
O=C(CSc1nc2ccsc2c(=O)n1Cc1ccc(C(=O)O)cc1)NCC1CCCO1 (stereo not given),-3,9,-6,-2,2,-5,-5,1,4.9,-22,-1
COc1ccccc1-c1nnc(SCC(=O)N2CCCC2)o1,-1,-42,5,-44,7,-2,-9,6,-0.5,-65,3
Cc1nnc(NC(=O)CSc2nnc(-c3ccco3)n2C(C)C)s1,5,4,10,-13,1,-4,-8,1,-0.5,2,7
CCC(Oc1ccccc1)C(=O)NC1CCCCCC1 (stereo not given),3,10,-6,-1,4,.,8,11,0.3,9,-4
COc1ccccc1CN1C[C@@H]2C[C@@H](c3cccc(C)c3)N3CCC[C@@]23C1=O,0,10,18,-25,-4,-4,-5,11,0.2,0,1
CCOc1ccccc1N(CC(=O)Nc1ccc(S(=O)(=O)N2CCOCC2)cc1)S(=O)(=O)c1ccc(Cl)cc1,-2,8,3,-2,5,-5,6,-12,-2.1,10,-5
COc1ccc(CCc2nnc(NS(C)(=O)=O)s2)cc1,.,16,4,-23,-1,13,-16,7,3.2,11,5
CC(C)CC(=O)OC1C(N2CCOCC2)c2c(ccc(/C=C/C(=O)N3CCOCC3)c2O)OC1(C)C (stereo not given),4,12,-4,-24,7,-5,0,-11,-0.3,11,2
NC1=NC(=O)C2(COC(c3ccccc3Cl)OC2)S1 (stereo not given),1,12,-4,-8,4,-20,6,2,-1.6,7,7
COc1cc(C(=O)NCc2nnc(SCC(=O)c3ccc(Cl)cc3)o2)cc(OC)c1OC,-8,5,6,5,-1,-2,8,5,-0.6,-1,-6
c1ccc(-n2nnnc2OCCOc2nnnn2-c2ccccc2)cc1,0,14,-3,-2,-1,-5,-8,10,-0.8,20,6
CC(C)c1ccc(NC(=O)C2CCN(S(=O)(=O)c3ccc4c(c3)NC(=O)CO4)CC2)cc1,1,19,9,16,-12,-2,2,6,0.1,3,-3
CC1(C)SCC2C(=O)N3C(CSC3(C)C)C(=O)N21 (stereo not given),1,-2,8,-12,4,-5,2,-2,1.0,4,-2
CC(=O)Nc1ccc(NC(=O)c2ccccc2S(=O)(=O)c2ccc([N+](=O)[O-])cc2)cc1,-2,3,6,13,4,-5,2,15,-0.2,-8,-1
CSc1nc(C)c(CCOC(=O)c2cccc(Cl)c2)c(=O)[nH]1,0,15,-3,12,4,-8,4,-7,-1.8,7,-1
Cc1ccc(C)c(SCC(=O)NC2CCS(=O)(=O)C2)c1 (stereo not given),.,16,15,-17,1,-6,1,9,0.7,11,-4
Cc1ccc(CSc2nnc(-c3cccs3)n2C)cc1,-1,-119,-18,-34,2,.,-2,-41,0.5,-29,5
COC(=O)C1=NN(c2ccccc2)C2(S1)SC(C(C)=O)=C(C)N2c1ccccc1 (stereo not given),-1,-6,-3,12,-2,.,-7,14,0.3,-16,3
NC(N)=NS(=O)(=O)c1ccc(NC(=S)NC(=O)c2ccc3c(c2)OCO3)cc1,3,-2,-8,-6,-2,-1,-3,15,3.4,1,3
Cc1ccc(C(=O)Cn2c(C(=O)O)cc3ccccc32)cc1,4,11,-1,-8,4,-3,3,12,-0.1,9,0
CCCCCOC(=O)Cn1c(=O)oc2ccc(C)cc21,-3,24,-16,-12,-4,-3,5,-8,-1.2,5,8
CON(c1nc(Cl)nc(N(C)C)n1)S(=O)(=O)c1ccccc1Cl,2,-4,4,-15,-3,.,-16,10,2.5,11,1
COc1cccc(NC(=O)Cc2nnc(SCCOc3ccccc3)n2C)c1,0,5,7,-8,2,-6,7,-4,-0.6,12,-15
Cn1c2c(c(=O)c3ccccc31)CCCC2,-2,16,-10,-16,1,-19,-2,15,-0.6,-3,-1
CCc1nc2ccc(C(=O)NCCc3ccccc3OC)cc2nc1CC,3,-72,-34,17,-4,-16,-13,-23,-0.2,-54,4
O=C(CSc1nnc(CNc2ccc(F)cc2)n1CC1CCCO1)N1CCOCC1 (stereo not given),.,4,4,-35,-2,-5,19,-1,-0.7,-13,-1
CCCCN(C)C(=O)c1nc2ccccn2c1CN1CCN(c2ncccn2)CC1,3,15,-1,7,-2,1,-28,-5,-2.3,24,0
COc1cccc(-c2ccc(=O)n(CC(=O)Nc3ccc(C(=O)N4CCCC4)cc3)n2)c1,6,0,9,-14,1,-5,0,8,-2.6,11,-4
Cc1ccccc1-n1c(SCc2cc(=O)n3ccccc3n2)nc2[nH]ncc2c1=O,3,10,13,-23,3,.,7,7,-1.2,3,24
Cn1nc(C(F)(F)F)c(-c2ccc(F)cc2)c1NC(=O)c1cccnc1,4,17,-6,-23,-5,-20,7,7,-0.6,12,-2
COC(=O)c1ccc(/C=C(\C#N)c2nc3ccccc3s2)cc1,2,-31,-11,-22,-3,.,0,1,3.3,-179,-9
Cc1[nH]n(-c2ccc([N+](=O)[O-])cc2)c(=O)c1C=NCCc1c(C)[nH]c2ccccc12,4,8,34,-4,1,-5,-1,8,-1.4,21,-1
CCCn1cnnc1CNC(=O)C1CCC(=O)N(CCCc2ccccc2)C1 (stereo not given),1,12,-8,-9,-3,-2,-2,8,0.3,-7,-3
COC(=O)CN1C(=O)CC(C)(C)S(=O)c2ccccc21 (stereo not given),-2,8,19,9,2,16,.,.,0.3,-3,13
Cc1nnc2ccc(-c3cccc(NC(=O)Cc4cccs4)c3)nn12,4,-3,.,-25,8,-1,0,9,1.7,-9,28
CCOc1ccccc1NC(=O)CN1C(=O)COc2ccccc21,3,8,8,-1,-4,-21,-21,2,-0.4,17,3
O=c1c2ccccc2nc(-c2cccs2)n1-c1cccc2ccccc12,4,4,16,27,-1,-2,11,18,-1.0,8,2
C=CCOn1c(=O)c(-c2ccc(Br)cc2)[n+]([O-])c2ccccc21,0,-4,-10,-22,-2,-4,5,12,0.0,0,4
COc1ccc(N2CCN(S(=O)(=O)CCNC(=O)c3ccco3)CC2)cc1,2,-2,-10,16,2,-16,0,11,1.5,-8,10
CC(=O)c1cccc(NC(=O)c2ccc(N(C)S(C)(=O)=O)cc2)c1,-1,-38,-9,-14,2,-6,7,-8,-1.8,-25,-9
CCn1c(CC(=O)Nc2ccccc2)nnc1SCC(=O)N1CCOCC1,3,11,-14,-9,-1,-6,-4,9,-0.6,0,2
COc1ccc(C(=O)Nc2cc3c4c(c2)CC(=O)N4CCC3)cc1,0,-124,10,-23,1,-5,10,-24,0.7,-72,-4
c1ccc(NC2=NCCN2CC2CCCCCC2)cc1,-2,-5,0,13,1,-9,-2,-5,-0.4,-3,-6
C[C@@H]1CN([C@@H](C)CO)S(=O)(=O)c2ccc(Br)cc2O[C@H]1CN(C)C(=O)c1cccc(F)c1,.,-4,5,4,7,-5,-9,.,0.3,21,21
Cc1ccc([C@H]2N[C@]3(CCCN(Cc4ccco4)C3=O)[C@H]3C(=O)N(Cc4ccccc4)C(=O)[C@@H]23)cc1,.,2,-16,-17,-2,-4,0,.,-2.2,-4,2
Cc1ccc(C)c(OCCn2cc(/C=C(\C#N)C(=O)NCc3ccco3)c3ccccc32)c1,0,-5,23,-31,4,-4,-3,22,0.0,24,-6
Cc1ccc(SCC(=O)N2CC(C)OC(C)C2)cc1 (stereo not given),3,-17,-13,-26,12,-4,1,-1,0.3,-16,-2
CCC(C)c1c(O)nc(SCC(=O)c2ccccc2)[nH]c1=O (stereo not given),1,-8,-6,-11,0,-8,1,1,-0.6,-6,2
Cc1c(Cl)cccc1NC(=O)CNC(=O)Cc1n[nH]c(=O)c2ccccc12,.,8,5,7,12,-7,-4,-7,2.0,9,88*
COc1cccc(N2CCN(CC(=O)Nc3ccc(S(=O)(=O)N4CCCCCC4)cc3)CC2)c1,0,10,28,7,-2,-14,2,8,-0.3,3,-9
CSc1ccc(Cn2nnc(C(=O)NCc3ccccc3)c2N)cc1,-3,-2,14,5,-6,-1,.,-2,0.7,-4,-5
Cc1ccc(C)c(N2CC(C(=O)O)CC2=O)c1 (stereo not given),1,11,0,18,0,.,-2,0,-0.5,16,4
CCOC(=O)CSc1nc2c(sc(=S)n2-c2ccccc2)c(=O)n1-c1ccc(OC)cc1OC,0,15,13,4,7,-19,7,-2,1.2,5,2
CCC(=O)c1ccc(O)cc1,3,-4,-21,23,0,-5,1,-1,0.1,-6,6
C/C(=N\NC(=O)c1ccc(C)cc1C)c1ccc(-n2ccnc2)cc1,-2,4,-25,-40,-1,-4,1,5,2.0,4,15
Cc1ccc(NC(=O)CCNC(=O)c2ccccc2Cl)nc1,.,-10,-22,-37,-2,.,-1,-2,-0.4,12,7
